PRMT1 inh = inhibitors of human PRMT1. recombinant PRMT1, activity-based probe fluorescence polarization. Q99873. 370,000 tested, 1.3% active. inhibition, % at 2.79 µM;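 active = inhibition above about 21% made by adding two undisclosed values, limit read from the data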
TCR CD3 inh = inhibitors of human TCR-CD3 interaction | TAMRA-labeled TCR probe fluorescence, biochemical | inhibition, % at 9.4 µM | 360,000 tested, 0.37% active; in the data active = inhibition above about 19%;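 note: recombinant mutant TCR 2C K166C tagged with TAMRA read by polarization; 0% = receptor in buffer alone and 100% = receptor with positive control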
SIAE inh = inhibitors of human sialic acid acetylesterase SIAE. Q9HAT2. SIAE FP-Rh probe binding, fluorescence polarization. inhibition, % at 9.66 µM. 370,000 tested, 0.69% active. AID 1053197;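 active = inhibition above a cutoff: mean of compounds within the control limits plus 3 SD of those, cut at about 17% in these data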;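 note: 0% = plate median of compound wells and 100% = probe without SIAE protein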
LEDGF integ inh = blocks HIV-1 LEDGF/p75-dependent DNA integration; TR-FRET IN-LEDGF/p75 DNA integration, Eu/Cy5; inhibition, % at 3.7 µM; 370,000 tested, 0.64% active; AID 743269;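 active = inhibition above the screen-wide mean plus 3 SD, cut at about 13% in these data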;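 note: signal is the Cy5 over europium emission ratio at 671 and 618 nm; 0% = plate median of compound wells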
KLK7 zymogen act = proKLK7 (human) activation, primary screen; P49862; 370,000 tested, 0.9% active; AID 652039; activation, % at 7 µM; purified proKLK7, EDANS-DABCYL substrate fluorescence; 100% is mature enzyme control, 0% vehicle;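 active = activation above the mean of all tested compounds plus 3 SD, computed per campaign excluding outliers beyond control limits, cut at about 13% in these data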
MBD2 inh = MBD2-methylated oligo binding inhibition | Q9UBB5 | TR-FRET, MBD2 binding to methylated oligonucleotide | inhibition, % at 4.4 µM | 370,000 tested, 0.31% active; in the data active = inhibition above about 13%
Tn7 DDE FP = inhibitors of Tn7 peptide binding to human fibrin DD(E); FP displacement of FITC-Tn7 peptide from fibrin DD(E); 0% = median of compound wells per plate; AID 720508; inhibition, % at 8.3 µM; P02675; 370,000 tested, 0.13% active;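 active = inhibition above the mean of compounds falling within the control limits plus 3 SD of them, cut at about 14% in these data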;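 note: 0% = plate median of compound wells and 100% = 10 µM Aha-Tn7 peptide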
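Assay system: Human clot-derived fibrin DD(E) complex | Buffer or medium: Tris/NaCl/CaCl2 buffer, pH 7.8 | Repeats: One replicate per compound | Benchmarks: Aha-Tn7 high control | Measure: % inhibition scaled between sample-field median and high-control FP | Schedule: 10 min plus 3 h, room temperature | Signal: Fluorescence polarization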
TDP2 absorb = blocks human TDP2 phosphodiesterase activity. recombinant TDP2, T5PNP hydrolysis, p-nitrophenol absorbance 415 nm. inhibition, % at 12.8 µM. 370,000 tested, 0.34% active;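 active = inhibition above the mean of all tested compounds plus 3 SD, set per campaign, cut at about 25% in these data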;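 note: 0% = DMSO with enzyme and 100% = buffer with substrate but no TDP2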
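Incubation: 2 h at 37 °C; Test system: recombinant human TDP2; Quantity: enzyme 120 nM; Read-out basis: percent inhibition; Medium: 50 mM Tris-HCl pH 7.5 with Mg2+, KCl, DTT, BSA; Repeats: single replicate; Compound: 12.8 µM single point, 1% DMSO; Signal: epi absorbance; Reagent: 5 mM T5PNP chromogenic substrate; Benchmarks: no-enzyme high, DMSO-plus-enzyme low.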
DDE Tn6 FP inh = DD(E)-Tn6 binding inhibition, primary FP screen. Fibrin DD(E) TRITC-Tn6 fluorescence polarization displacement. inhibition, % at 8.3 µM. 370,000 tested, 0.21% active;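 active = inhibition above a per-campaign cutoff: mean of compounds within control limits plus 3 SD, cut at about 15% in these data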;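 note: 0% = median of all compound wells on the plate and 100% = blocking peptide control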
UHRF1 binding = UHRF1 methyl-DNA binding inhibition; UHRF1 binding to methylated oligo, TR-FRET; inhibition, % at 4.4 µM; 370,000 tested, 0.75% active; in the data active = inhibition above about 21%;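 note: UHRF1 SRA domain binding a hemimethylated CpG hairpin DNA probe; 0% = median of test compound wells and 100% = reference inhibitor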
Active calls of the source: *; x = not tested or not shown.

SMILES	PRMT1 inh	TCR CD3 inh	SIAE inh	LEDGF integ inh	KLK7 zymogen act	MBD2 inh	Tn7 DDE FP	TDP2 absorb	DDE Tn6 FP inh	UHRF1 binding
COc1cccc(C(=O)NC(=S)Nc2cccnc2)c1	-0.8	5.4	11.7	-1.7	-0.4	-1.0	4.8	3.8	4.0	-0.9
CC(c1nnc(SCC(=O)c2c(N)n(C)c(=O)n(C)c2=O)n1-c1ccc(Cl)cc1)N(C)C (centres undefined)	-0.9	-1.4	1.1	-2.8	-0.1	-0.2	2.1	9.8	0.7	-3.6
Cc1cc(NC(=O)CCC(=O)N(c2ccccc2C)C(C(=O)NC2CCCC2)c2ccccc2)no1 (centres undefined)	-0.8	-7.9	-7.0	-7.1	-0.2	3.5	-0.7	-9.9	4.1	2.6
CNS(=O)(=O)c1cccc(C(=O)NNC(=O)c2ccc(COc3ccccc3)cc2)c1	-2.1	2.9	-3.7	0.4	0.1	2.0	3.4	16.4	2.9	-1.4
Cc1cccc(N2CCN(C(=O)C3CCN(S(=O)(=O)c4cnc[nH]4)CC3)CC2)c1C	0.3	2.1	1.9	-3.7	0.6	-2.6	1.1	-3.8	1.7	0.8
O=C(NC1CC2CCCC(C1)N2S(=O)(=O)c1ccccc1)c1ccco1 (centres undefined)	2.5	-1.8	-4.2	5.3	0.5	-3.4	1.2	-3.5	-3.6	-2.2
Cc1ccccc1N1C(=O)CC1(C#N)c1ccc(OCc2ccccc2)cc1 (centres undefined)	0.1	4.5	-7.4	-2.5	-0.7	-0.2	-0.7	-11.1	-4.5	-3.5
O=C(CC1C=CCC1)Nc1ccccc1 (centres undefined)	1.5	-1.8	1.4	-1.2	0.4	-0.6	-3.3	8.1	2.7	-0.4
CCn1nc2cc(C(=O)NCCc3cccs3)ccc2c1OC	1.9	-3.6	2.7	-1.6	17.6*	3.3	2.9	-2.3	2.8	0.1
COc1cccc(-n2c(Cn3nc(C(F)F)cc3C(F)F)n[nH]c2=S)c1	0.7	2.5	4.5	-3.2	0.0	1.3	-1.2	7.2	8.3	0.7
O=C(Nc1ccccn1)c1ccc(-c2ccccc2)cc1	-1.2	4.5	8.2	-0.5	-0.3	3.1	1.6	10.9	-3.2	-2.9
CC(=O)Nc1ccc(NC(=O)Cc2sc(-c3cccnc3)nc2-c2ccc(C)cc2)cc1	2.6	-5.1	-7.7	-5.4	-1.0	-0.6	-2.2	-3.5	1.2	1.0
NC(=O)CC(NC(=O)Cc1ccc(Br)cc1)c1ccc(N2CCc3ccccc3C2)c([N+](=O)[O-])c1 (centres undefined)	1.0	-2.2	-13.0	2.7	-14.2	-0.4	-6.7	-8.1	-2.7	3.8
O=C(NCC1CCCO1)c1ccc2c(c1)N(Cc1ccc(Cl)cc1)CCS2 (centres undefined)	1.2	-7.8	4.5	-8.1	-37.7	-0.1	5.1	-2.8	-2.9	-0.4
Cc1cc(C)n2nc(C(=O)OCCOc3ccc(F)cc3)nc2n1	-1.4	8.5	-2.1	-3.1	0.3	1.4	-1.0	2.4	0.8	-0.5
CCOc1ccccc1NC(=O)C(Sc1nnc2ccccn12)c1ccccc1 (centres undefined)	1.1	0.7	2.0	-2.6	-0.8	2.9	-2.6	-5.4	-4.8	0.3
N#Cc1sc2nc(C3CC3)cc(-c3ccc(Cl)cc3)c2c1N	-2.2	-1.4	-5.5	0.2	-46.1	2.3	5.3	5.5	1.3	0.7
CC[n+]1cccc(-c2nc3ccccc3s2)c1	0.4	2.5	6.0	1.7	0.5	6.0	-1.1	-2.4	-1.8	-2.8
O=C(O)CSc1nnc2c(n1)[nH]c1ccccc12	5.6	1.4	6.7	-3.4	-0.5	-3.8	-2.3	-1.3	3.4	-0.8
O=[N+]([O-])c1ccc(NC(=S)NCCc2ccc(Cl)cc2)cc1	-3.4	13.3	-97.8	-0.9	0.4	-3.7	0.6	-3.4	-13.6	-0.5
Fc1ccc(/C=N/n2c(C3CCCCC3)n[nH]c2=S)cc1	1.6	-4.4	3.2	1.5	-0.7	3.5	-2.0	9.2	-16.2	-0.4
CC1(C(=O)NCc2ccccc2)CN(S(C)(=O)=O)CC(=O)N1C1CCN(Cc2ccccc2)CC1 (centres undefined)	2.9	-6.4	-1.1	-2.6	-0.9	0.0	-1.7	9.7	0.9	-2.7
CC(C)(C)SCCNC(=O)CSc1ccccc1	1.2	-5.4	2.1	-1.7	-0.4	1.3	-4.3	8.1	-3.7	2.3
O=C(/C=C/c1ccc(F)cc1)c1ccccc1Br	-0.6	2.2	-7.7	-3.6	-0.8	-1.1	0.5	4.5	11.3	-3.5
Cc1cc(NCC2CCCO2)n2c(nc3ccccc32)c1C#N (centres undefined)	-3.2	1.1	5.0	-1.2	16.1*	1.5	4.7	-10.5	3.3	-1.8

Four entries already listed, ordered by the value under MBD2 inh, largest number first:
SMILES	PRMT1 inh	TCR CD3 inh	SIAE inh	LEDGF integ inh	KLK7 zymogen act	MBD2 inh	Tn7 DDE FP	TDP2 absorb	DDE Tn6 FP inh	UHRF1 binding
CC[n+]1cccc(-c2nc3ccccc3s2)c1	0.4	2.5	6.0	1.7	0.5	6.0	-1.1	-2.4	-1.8	-2.8
COc1cccc(-n2c(Cn3nc(C(F)F)cc3C(F)F)n[nH]c2=S)c1	0.7	2.5	4.5	-3.2	0.0	1.3	-1.2	7.2	8.3	0.7
O=C(/C=C/c1ccc(F)cc1)c1ccccc1Br	-0.6	2.2	-7.7	-3.6	-0.8	-1.1	0.5	4.5	11.3	-3.5
O=C(O)CSc1nnc2c(n1)[nH]c1ccccc12	5.6	1.4	6.7	-3.4	-0.5	-3.8	-2.3	-1.3	3.4	-0.8

(next part)
SMILES	PRMT1 inh	TCR CD3 inh	SIAE inh	LEDGF integ inh	KLK7 zymogen act	MBD2 inh	Tn7 DDE FP	TDP2 absorb	DDE Tn6 FP inh	UHRF1 binding
COc1cc(NC(=O)c2c(Cl)cnn2C)c(OC)cc1Cl	-1.9	5.1	-0.3	2.4	-0.2	1.7	-2.0	3.1	5.9	-1.1
Oc1c(Br)cc(Br)cc1/C=N/Nc1ccc(Cl)nn1	-2.9	8.6	6.6	1.3	0.4	2.0	-2.3	-1.3	1.1	-5.5
CC12CC3OC3CC1CCC1C2CCC2(C)C1CCC21OCCO1 (centres undefined)	1.8	1.7	3.3	5.2	-0.5	4.6	4.0	-0.6	-4.0	3.9
Cc1ccc(NC(=O)c2ccccc2NC(=O)Cc2ccccc2)cc1	-1.8	11.0	0.0	-0.4	0.8	-0.3	-1.1	9.2	-2.9	-0.3
O=C(C1CC(=O)N(c2ccc(F)c(Cl)c2)C1)N1CCOCC1 (centres undefined)	0.0	3.0	-1.1	1.4	0.6	-6.5	-1.8	2.7	-1.6	4.3
CC(COc1ccc(C(F)(F)F)cc1)CN1CCC(C(O)(c2ccccc2)c2ccccc2)CC1 (centres undefined)	4.0	x	0.6	-2.2	0.0	-0.8	-5.2	-5.8	-5.8	0.6
CCS(=O)(=O)c1ncc(Cl)c(C(=O)Nc2ccc(C)cc2)n1	3.0	4.0	-2.2	1.9	-0.3	-3.9	2.4	-0.3	0.1	1.7
O=C(O)c1cc(NC(=O)c2ccccc2[N+](=O)[O-])ccc1O	1.2	6.2	0.9	-1.2	0.1	-1.9	-1.3	8.5	-0.9	-0.7
COCc1cccc(NC(=O)Cc2cccc3ccccc23)c1	-2.6	-11.9	-10.5	1.3	-0.2	-5.4	-4.3	-9.1	2.4	4.9
COc1ccc(NC(=S)NN2CCN(C)CC2)cc1OC	1.7	-3.0	10.0	3.2	0.1	-1.2	2.7	-4.5	7.7	21.6*
CC(=O)Nc1ccc(C2CC(c3ccc(Cl)cc3)=NN2c2ccccc2)cc1 (centres undefined)	3.0	-5.1	10.4	1.3	-7.6	3.1	-2.8	3.3	-8.5	3.2
Cc1ccccc1-c1cccc([C@@H]2C[C@H]3[C@H](CON3C)CN2C)c1	0.0	4.9	2.5	-1.5	-0.4	4.6	6.5	2.1	-0.9	1.0
Fc1ccc(-c2csc(N3CCC(c4ccccc4)C3)n2)cc1 (centres undefined)	-3.2	-2.7	4.5	1.6	0.0	2.6	-2.5	7.8	-4.8	-1.8
CN(C)S(=O)(=O)c1cccc(CSCc2cccc(S(=O)(=O)N(C)C)c2)c1	2.9	4.5	2.6	-4.6	0.4	1.6	-0.3	-1.2	-6.5	0.1
Cc1ccc(CNC(=O)C2CCC(=O)N(CCc3ccccc3)C2)s1 (centres undefined)	1.8	-8.1	3.6	-2.8	-0.6	3.5	-2.3	0.2	5.9	0.8
O=C(CSc1nnnn1C1CC1)Nc1cccc(S(=O)(=O)N2CCCC2)c1	-4.2	1.9	-1.8	-0.5	-0.4	0.1	-6.8	2.6	-2.7	0.8
CC(C)(C)c1ccc(OCC(=O)Nc2ccncc2)c(Br)c1	0.6	1.3	0.7	0.8	-0.5	2.9	1.7	2.3	3.9	-1.7
COC(=O)[C@@H]1CCCN1C(=O)CCc1nnc(CCc2c[nH]c3ccccc23)o1	-1.0	-9.1	4.6	3.4	0.8	0.7	0.5	6.2	-8.8	-1.6
CC1Cc2ccccc2N1S(=O)(=O)c1cccc(C(=O)N2CCN(c3ncccn3)CC2)c1 (centres undefined)	3.0	0.2	1.3	1.0	0.0	-1.0	-1.3	-4.9	-4.5	-0.4
O=C(Cn1c(-c2cscn2)nc2ccccc21)Nc1ccc(Cl)cc1	-1.5	8.0	-16.8	3.3	-0.1	3.3	-6.8	4.9	-9.6	-2.6
Cc1ccccc1C(=O)N/N=C/c1ccc(Sc2ccccn2)o1	-1.2	5.4	-5.8	-3.6	0.1	-0.7	0.4	-3.4	5.4	-3.4
C=C(C)Cn1c(CCNC(=O)C(C)(C)C)nc2ccccc21	-3.0	7.6	-9.6	2.1	0.6	0.1	5.0	0.8	8.8	-1.7
CCOc1ccc(N(CC(=O)NCCc2ccc(F)cc2)S(=O)(=O)c2ccccc2)cc1	1.8	-4.6	-1.7	-2.2	0.6	4.6	6.0	-1.1	-4.4	16.8
C[C@@H]1CNC(=O)c2c(C(=O)N[C@@H](Cc3c[nH]c4ccccc34)C(=O)OC(C)(C)C)ncn21	2.1	-5.9	-2.6	-5.3	0.4	0.6	4.3	3.4	1.7	1.6
COC(=O)c1ccccc1NC(=O)CCCN1C(=O)C(c2ccccc2)Oc2cccnc21 (centres undefined)	-0.4	9.6	-6.8	0.6	0.0	-1.8	4.3	-10.9	2.8	-1.0
Cc1c(C(=O)Nc2ccccc2)c2ccc(C(F)(F)F)cc2n1O	-1.2	3.9	25.0*	-1.1	1.2	-8.8	11.7	8.1	-2.8	-2.2
CC1CCCC(C)N1CCCNC(=O)C1CCCN(S(=O)(=O)N2CCCCC2)C1 (centres undefined)	0.6	-4.0	1.7	-5.1	-0.3	6.3	1.4	-5.8	8.3	3.8
Fc1ccccc1-c1nc(-c2cnccc2C(F)(F)F)no1	-7.0	1.7	0.8	1.0	0.6	-2.2	-1.6	-4.9	5.5	3.1
CCN(Cc1ccncc1)Cc1nc(CC2CC2)no1	-2.7	7.4	3.2	3.8	-0.1	3.1	-2.9	5.1	4.1	-0.2
